Compound activity as filed in PubChem.
GPR55 beta-arrestin – selective activators of receptor GPR55 – imaging, U2OS cells, beta-arrestin-GFP redistribution, primary screen (AID 1961); U2OS GPR55 beta-arrestin-GFP redistribution imaging; higher % means a stronger effect; activation, % at 10 µM; hits with a dose series show EC50 in µM; hit rate 0.048% among 290,000;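 active = activation above 40% with more than 50 cells counted in the well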;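 also: U2OS osteosarcoma cells stably expressing GPR55 and beta-arrestin-GFP; plate controls were DMSO negative control for no effect and LPI positive control for full effect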
KOR beta-arrestin-1 – KOR antagonists, beta-arrestin recruitment, cell-based, luminescence, uHTS (AID 1778); KOR beta-arrestin recruitment, luminescence, antagonist mode; higher % means a stronger effect; one-dose inhibition, % at 10 µM; IC50 in µM for titrated hits; hit rate 0.091% among 290,000; also: strong numbers were not always called active
HEK293 NOD2/NF-kB – inhibition of NOD2-driven NF-kB reporter – cell-based, luminescence, uHTS, HEK293 (AID 1566). HEK293 NOD2/NF-kB luciferase reporter, luminescence; higher % means a stronger effect. hit rate 0.63% among 290,000. inhibition, % at 4 µM; hits with a dose series show EC50 in µM; also: many of its hits are not listed in these tables
NOD1 inhibition – inhibition of NOD1-driven NF-kB reporter – cell-based, luminescence, uHTS, primary screen (AID 1578); hit rate 1% among 290,000; NOD1-driven NF-kB luciferase reporter cells, luminescence; higher % means a stronger effect; inhibition, % at 4 µM, or EC50 in µM where a hit was titrated; in the data active = inhibition mostly above about 36%, no sharp cut-off; inactive = mostly below about 34%;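 also: HEK-293T reporter cells stimulated with the NOD1 agonist gamma-tri-DAP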
GPR55 antagonists – GPR55 antagonists blocking LPI-driven arrestin recruitment, primary screen, imaging, U2OS, beta-arrestin-GFP, LPI agonist (AID 2013); U2OS GPR55 beta-arrestin-GFP translocation imaging, LPI antagonism; higher % means a stronger effect; inhibition, % at 10 µM; hits with a dose series show IC50 in µM; hit rate 0.13% among 290,000;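 active = spots per cell inhibited over 60%, with over 100 cells counted and total cytoplasm intensity under 500,000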;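 also: U2OS cells stably carrying GPR55 and arrestin-GFP stimulated by 5 µM LPI near EC80; imaged beta-arrestin-GFP aggregate spots per cell after agonist stimulation; plate controls were LPI-stimulated DMSO wells for no effect and DMSO wells without LPI for full effect; some results filed as inactive read as strong as hits; confirmed hits need IC50 under 10 µM and bright autofluorescent wells are also inconclusive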
NTR1 ag – agonists of NTR1, primary screen, imaging, U2OS cells, beta-arrestin-GFP, high content (AID 493036); P30989; NTR1-U2OS beta-arrestin-GFP spot imaging, agonist mode; activation, % at 20 µM; hit rate 0.17% among 330,000;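 active = activation at or above 40% of the spot to cytoplasm intensity ratio, with at least 20 cells analyzed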;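 also: 0% = DMSO without peptide and 100% = 100 nM NTR1 peptide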
Target sequence (P30989 whole entry, looked up): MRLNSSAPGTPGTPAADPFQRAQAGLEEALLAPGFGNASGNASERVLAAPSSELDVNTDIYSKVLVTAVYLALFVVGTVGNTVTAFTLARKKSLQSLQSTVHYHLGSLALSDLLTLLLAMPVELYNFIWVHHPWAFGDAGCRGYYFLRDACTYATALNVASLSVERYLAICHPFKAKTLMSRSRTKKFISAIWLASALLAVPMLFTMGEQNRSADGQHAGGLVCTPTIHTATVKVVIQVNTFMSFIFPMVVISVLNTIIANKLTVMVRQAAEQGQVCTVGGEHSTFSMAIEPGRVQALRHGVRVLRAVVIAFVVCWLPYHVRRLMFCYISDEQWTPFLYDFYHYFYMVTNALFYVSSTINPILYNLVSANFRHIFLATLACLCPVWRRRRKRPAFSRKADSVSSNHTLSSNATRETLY
Myeloid diff 2 – myeloid differentiation induction; ER-HoxA9 myeloid progenitors, lysozyme-GFP differentiation, flow cytometry; calls only at 10 µM; hit rate 1% among 360,000; AID 624256;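 active = normalized GFP-positive differentiation at or above the plate's own cutoff, the solvent-only control mean plus 3 SD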;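 also: cells exposed to compound for four days before flow analysis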
KOR beta-arrestin-2 – KOR agonists, beta-arrestin recruitment, primary screen, cell-based, luminescence, uHTS (AID 1777); KOR beta-arrestin recruitment, luminescence; higher % means a stronger effect; activation, % at 10 µM; hits with a dose series show EC50 in µM; hit rate 0.02% among 280,000; in the data active = activation above about 50%, passing the limit was not always enough; also: a part of the inactive calls stands beside numbers as strong as those of hits
T cell HTS – T cell immune modulation candidate; 2C CD8+ T cell-vesicle binding, flow cytometry; stronger effect = lower value; calls only at 7 µM; hit rate 0.068% among 330,000; AID 2052;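 active = response, share of CD8 T cells binding vesicles, and their 90th percentile fluorescence all below set limits, cut at about 80% in these data, passing the limit was not always enough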
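Assay system: 2C TCR transgenic mouse naive CD8+ T cells, MACS-purified | Read-out: CD8+ gate FL2 mean fluorescence as % of same-row positive control | Signal: High-throughput flow cytometry with anti-B7-1 and anti-CD8 staining | Timing: Binding step 1.5 h, 37 °C, antibody labelling 20 min, ice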
T cell HTS vesicle-bound % – also measured in T cell HTS; calls as there; double positive events, %; measured here: CD8+ vesicle-bound cell fraction;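 binding gate set so that unloaded-vesicle control wells show 10% double positive cells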
NTR1 ag cell count 20 µM – also measured in NTR1 ag; calls as there; cell count; measured here: cell count, cytotoxicity flag
Myeloid diff 2 GFP+ MAC1+ % – further read-out of Myeloid diff 2, marked with its call; GFP+ MAC1+ double positive, %; measured here: differentiation confirmed by MAC1 staining
* hit, by the source's call; i = inactive; . = not tested or not shown; + = active, no number; [ ] = dose if it differs, or a comment. Rule as the data show it, unless noted: active = inhibition above about 50%; inactive = the rest. Some of the compounds tested; rates above refer to the full screens.

Below each compound: GPR55 beta-arrestin, KOR beta-arrestin-1, HEK293 NOD2/NF-kB, NOD1 inhibition, GPR55 antagonists, NTR1 ag, NTR1 ag cell count 20 µM, Myeloid diff 2, Myeloid diff 2 GFP+ MAC1+ %, KOR beta-arrestin-2, T cell HTS, T cell HTS vesicle-bound %
Cc1cccc(NC(=O)CCC(=O)NCCO)c1
 : 0.1%, -20.5%, 5.0%, -16.7%, -3.2%, 3.0, 72, i, 0.6, 0.5%, i, 51.3
Cn1c(N)c(C(=O)CSc2nc3ccccc3c(=O)n2Cc2ccccc2)c(=O)n(C)c1=O
 : -0.2%, -13.4%, 30.5%, 4.4%, 9.1%, 1.8, 58, i, 0.7, 1.8%, i, 15.4
O=C(NCCS(=O)(=O)N1CCN(c2ccccc2F)CC1)c1cc(=O)c2ccccc2o1
 : 0.2%, -20.5%, 2.6%, 29.9%, -6.7%, -1.3, 58, i, 5.0, -3.3%, i, 10.6
COc1ccc(C(=O)N(CCc2ccccc2)Cc2cccs2)c(OC)c1
 : -0.1%, -15.6%, -7.9%, -19.0%, 3.9%, 0.9, 69, i, 1.1, -2.0%, i, 35.8
COc1cc(NC(=O)Nc2cccc(C(C)=O)c2)cc(OC)c1OC
 : 0.1%, 15.7%, -0.4%, -12.7%, 6.6%, -2.1, 97, i, 0.7, -2.4%, i, 12.1
Cc1cccc(C(=O)O/N=C(\N)c2ccc(Br)cc2)c1
 : -0.1%, -54.8%, -17.2%, -50.8%, 13.7%, -0.2, 33, i, 0.8, 7.2%, i, 28.3
Cc1ccc(NC(=O)C2COc3ccccc3O2)c(C)c1 (stereo unspecified)
 : 0.6%, -30.5%[20 µM], -23.9%, -28.3%, -9.7%, 2.3, 30, i, 0.7, -1.0%, i, 51.0
CSCC[C@H](NC(=O)c1ccc(Cl)c(S(=O)(=O)N2CCCC2)c1)c1nc2ccccc2[nH]1
 : -0.3%, 16.0%, -1.7%, 17.8%, 12.1%, 2.3, 38, i, 0.7, -4.0%, i, 36.3
Cc1cc(NC(=O)c2cc(-c3cccs3)on2)no1
 : 0.0%, -17.5%, -143.3%, -92.1%, 11.8%, -0.3, 72, i, 5.5, 0.6%, i, 8.8
CC1CCCC(NC(=O)CN2C(=O)COc3ccccc32)C1C (stereo unspecified)
 : -0.1%, -32.9%, -23.8%, -7.8%, 2.7%, 0.5, 61, i, 1.5, -6.2%, i, 8.9
COc1cc(COc2ccc(-c3nnco3)cc2)ccc1OC(F)F
 : -0.1%, -39.3%, 6.2%, -24.5%, 6.4%, -1.3, 55, i, 0.6, 1.1%, i, 35.9
Cc1cccc(CSc2nnc(CCCCCNC(=O)OC(C)(C)C)o2)c1
 : -0.3%, 5.2%, 15.5%, 3.3%, 18.0%, 0.1, 48, i, 0.3, -1.2%, i, 13.7
O=C(CNC(=S)N(Cc1ccc(F)cc1)C1CCCCC1)NCC1CCCO1 (stereo unspecified)
 : -0.7%, 19.3%, 7.3%, -20.7%, -0.5%, 1.7, 62, ., ., -5.5%, i, 40.0
CCc1nnc(NC(=O)CSc2nccn2-c2cccc(C)c2)s1
 : -0.1%, -2.9%, 17.5%, -5.7%, 4.7%, 0.3, 85, +, 7.2*, 1.7%, i, 38.7
CN(C(=O)c1cccc(C#CC(C)(C)O)c1)C1CCCN(Cc2ccccc2F)C1 (stereo unspecified)
 : -0.3%, -11.1%[20 µM], -12.4%, -30.4%, -7.0%, 0.6, 59, i, 0.4, -0.9%, i, 57.1
NC(=O)COc1ccc(NC(=O)OCc2ccccc2)cc1
 : 0.3%, 25.1%, -25.0%, -28.1%, -12.0%, -0.4, 69, i, 0.7, 2.9%, i, 4.9
Cc1cc(NC(=O)CSc2n[nH]c(-c3cccs3)n2)no1
 : -0.1%, -9.5%, -7.9%, -1.6%, 2.4%, -0.4, 55, i, 7.7, 5.3%, i, 40.4
CCCCC(=O)Nc1ccc2c(c1)nc(CCN1CCOCC1)n2C
 : -0.6%, 6.7%, -0.9%, -0.6%, -1.5%, -0.4, 93, i, 1.0, 2.4%, i, 17.3
CCc1nc2c(c(=O)[nH]1)C1(CCCC1)Cc1ccccc1-2
 : -0.1%, -30.7%, -3.7%, -2.5%, -22.2%, 8.2, 63, i, 5.7, 2.0%, i, 67.2
COc1ccc(CCN2CC(C(=O)N3CCC(OC)CC3)CCC2=O)cc1 (stereo unspecified)
 : -0.1%, 8.8%, 8.1%, -7.9%, 1.2%, -0.4, 65, i, 2.0, -3.4%, i, 42.3
CC(=O)c1cccc(NC(=O)c2cc(C)nn2-c2ccccc2)c1
 : -0.1%, 28.7%, -12.4%, -12.1%, 13.1%, -0.7, 92, i, 0.8, -0.5%, i, 56.5
O=C(Nc1ccc2c(c1)OCO2)N1CCN(c2ccccc2)CC1
 : 0.2%, -21.4%, 3.5%, -59.4%, 2.4%, 0.0, 95, i, 0.1, -4.6%, i, 57.7
O=C(COC(=O)CNS(=O)(=O)c1c(Cl)cccc1Cl)Nc1cccnc1Cl
 : 0.2%, -1.1%, 0.2%, -10.2%, 3.9%, 2.5, 49, i, 0.7, 3.5%, i, 21.7
CC1=NN(C(=O)c2csc(C)c2C)C(O)(C(F)(F)F)C1 (stereo unspecified)
 : 0.3%, 16.4%, 8.9%, -30.5%, 2.4%, -0.3, 45, i, 0.3, 7.0%, i, 55.6
O=C(/C=C/c1ccccc1)C1=C(O)C(=O)N(CCO)C1c1cccc([N+](=O)[O-])c1 (stereo unspecified)
 : -0.1%, 13.2%, 21.4%, -6.9%, 4.8%, 0.2, 56, i, 0.4, 2.6%, i, 24.1
CCN(CC(=O)Nc1c(F)cccc1F)C(=O)CCc1c[nH]c2ccccc12
 : -0.2%, -5.8%, -24.9%, -19.5%, -16.6%, 0.9, 55, i, 0.2, -3.2%, i, 25.0
Cc1ccc(C)c2[nH]c(=O)c(CCNC(=O)CCc3ccccc3)cc12
 : 0.3%, -19.7%[20 µM], 12.6%, -15.9%, 5.3%, -0.6, 49, i, 2.1, -6.2%, i, 25.9
Cn1c(-c2ccccc2)c[n+]2c1-c1ccccc1C2
 : 0.4%, -8.5%, 5.8%, 65.3%, 16.6%, -0.6, 81, i, 4.9, 2.8%, i, 48.9
Cc1ccc(C(C(=O)NCC2CCCO2)N(C(=O)c2snc(C(N)=O)c2N)c2ccccc2F)o1 (stereo unspecified)
 : 0.2%, -39.8%, 20.0%, -2.5%, -2.5%, -1.2, 48, i, 2.3, -6.5%, i, 32.2
Cc1cc2cc(C(c3nnnn3C3CCCC3)N(Cc3cccnc3)Cc3ccco3)c(=O)[nH]c2cc1C (stereo unspecified)
 : -0.1%, -12.5%, 8.6%, -1.3%, 12.5%, 3.7, 57, i, 13.0, 6.4%, ., .
O=C(Nc1ncc(Cc2cccc(Cl)c2)s1)c1ccc([N+](=O)[O-])cc1
 : -0.3%, -5.1%, 1.5%, -8.8%, 18.6%, 9.9, 50, i, 0.4, 3.0%, i, 26.8
COC(=O)C(NC(C)=O)(Nc1cccc(C)n1)C(F)(F)F (stereo unspecified)
 : -0.2%, 4.0%, 11.4%, -3.8%, -1.9%, 0.1, 45, i, 0.7, -0.1%, i, 27.9
CCN(CC(=O)Nc1ccccc1C(F)(F)F)C(=O)c1cc(S(=O)(=O)N(C)C)ccc1N1CCCC1
 : -0.1%, -21.7%, -26.4%, -18.7%, 3.5%, 0.2, 91, i, 1.2, 0.8%, i, 14.4
c1ccc(-c2nc(-c3ccco3)n3ccccc23)cc1
 : -0.2%, -43.5%, 6.6%, 55.8%, 7.4%, 0.4, 37, i, 1.2, 4.8%, i, 29.7
O=C(CSCc1c(Cl)cccc1Cl)NCc1ccco1
 : 0.4%, -42.9%, -17.9%, -41.9%, -3.0%, -1.2, 39, i, 0.6, 1.7%, i, 15.6
CC(=O)NC(C(=O)N1CCC(c2nc3ccccc3s2)CC1)C(C)C (stereo unspecified)
 : -0.1%, -4.0%, 8.0%, -31.4%, 17.9%, -0.4, 50, i, 0.6, 1.4%, i, 20.3
CSc1ncccc1C(=O)N(C)CC(=O)Nc1cccc(F)c1
 : -0.1%, -0.6%, 11.2%, -15.0%, 9.0%, 0.0, 61, i, 1.4, -3.2%, i, 14.1
COc1cccc(C2C3=C(CCCC3=O)NC3=C2C(=O)c2ccccc23)c1 (stereo unspecified)
 : -0.1%, 8.2%[20 µM], 5.8%, 6.7%, -6.9%, -2.4, 54, ., ., ., i, 57.2
Cc1cc(F)ccc1N1CCC(N2CCN(C(C)C)C(CCO)C2)CC1 (stereo unspecified)
 : 0.4%, 8.6%, 6.0%, -17.9%, -10.0%, -1.7, 81, i, 0.4, -1.9%, i, 19.7
COc1ccc(OC)c(NC(=O)CSc2nc3ccccc3c(=O)n2CC2CCCO2)c1 (stereo unspecified)
 : 0.1%, -31.2%, 1.0%, -5.8%, 7.0%, 0.1, 73, i, 1.1, -4.2%, i, 64.3
COc1ccc(S(=O)(=O)NC(C)C(=O)NCc2ccco2)cc1OC (stereo unspecified)
 : -0.1%, -42.1%, -1.0%, -15.2%, -0.9%, -0.4, 51, i, 0.4, 4.2%, i, 20.9
O=C(CSc1ccccc1C(=O)NCCCN1CCCC1=O)NCc1ccco1
 : -0.2%, 19.5%, -8.0%, -40.2%, 0.8%, -0.1, 52, i, 0.4, -1.1%, i, 29.2
COc1ccc(CN(C)CC(=O)Nc2ccccc2C(F)(F)F)cc1
 : 1.0%, -3.4%, -2.1%, -16.1%, -5.8%, 1.6, 54, i, 0.5, -1.4%, i, 7.4
O=C(c1ccc(-n2ccnc2)cc1)N1CCCC(CO)(Cc2cccc(Cl)c2)C1 (stereo unspecified)
 : -0.2%, -2.9%, 6.1%, -14.4%, 15.4%, 0.2, 64, i, 0.6, 2.2%, i, 16.0
Cc1ccc(NC(=O)CN2C(=O)N/C(=C\c3cccn3-c3cccc(C(=O)O)c3)C2=O)cc1
 : 0.6%, -5.1%, 11.4%, -17.0%, 15.5%, -1.4, 70, i, 0.4, -3.2%, ., .
CCSc1nc(-c2cccnc2)ccc1C#N
 : -0.2%, -20.9%, 7.8%, 11.0%, 13.0%, 0.5, 100, i, 0.2, -0.8%, i, 54.9
